INS-1E GSIS act: primary screen for activators of insulin secretion dependent on glucose, INS-1E cells, GLuc reporter luminescence | INS-1E GLuc reporter insulin secretion, 2-3 h | activation, % at 16.6 µM | hit rate 0.61% among 370,000 | AID 743287;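 active means lowest replicate activation of at least 40%, so every replicate reaches that level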;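 further: 0% = median of neutral control wells and 100% = median of IBMX positive control wells; some compounds called inactive have numbers as strong as hits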
CFTR F508del cor: correctors of CFTR F508del function in bronchial epithelial cells; CFBE cells, YFP halide quenching; stimulated with forskolin plus potentiator P3; % fluorescence drop versus neutral controls; activity (quench increase), % at 7.58 µM; hit rate 0.36% among 350,000; AID 720511;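 active means mean added fluorescence quench of at least 8% versus neutral control, with both replicates also reaching 8%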;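 further: cells transiently co-express mutant CFTR-F508del with the halide-sensitive YFP; corrector assay measuring rescue of mutant channel to the surface after 24 h compound exposure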
ERAP1 inh: blocks human ERAP1 aminopeptidase activity; AID 652197; hit rate 0.15% among 340,000; Q9NZ08; recombinant ERAP1, Leu-AMC fluorescence, 60 min; inhibition, % at 10.7 µM;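 active means mean replicate inhibition of at least 30%, or all replicates individually reaching that 30% level; inactive means mean below 30% and not every replicate reaching it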;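 further: 0% = neutral control wells and 100% = L-leucinethiol positive control wells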
Target sequence (Q9NZ08 whole entry, looked up): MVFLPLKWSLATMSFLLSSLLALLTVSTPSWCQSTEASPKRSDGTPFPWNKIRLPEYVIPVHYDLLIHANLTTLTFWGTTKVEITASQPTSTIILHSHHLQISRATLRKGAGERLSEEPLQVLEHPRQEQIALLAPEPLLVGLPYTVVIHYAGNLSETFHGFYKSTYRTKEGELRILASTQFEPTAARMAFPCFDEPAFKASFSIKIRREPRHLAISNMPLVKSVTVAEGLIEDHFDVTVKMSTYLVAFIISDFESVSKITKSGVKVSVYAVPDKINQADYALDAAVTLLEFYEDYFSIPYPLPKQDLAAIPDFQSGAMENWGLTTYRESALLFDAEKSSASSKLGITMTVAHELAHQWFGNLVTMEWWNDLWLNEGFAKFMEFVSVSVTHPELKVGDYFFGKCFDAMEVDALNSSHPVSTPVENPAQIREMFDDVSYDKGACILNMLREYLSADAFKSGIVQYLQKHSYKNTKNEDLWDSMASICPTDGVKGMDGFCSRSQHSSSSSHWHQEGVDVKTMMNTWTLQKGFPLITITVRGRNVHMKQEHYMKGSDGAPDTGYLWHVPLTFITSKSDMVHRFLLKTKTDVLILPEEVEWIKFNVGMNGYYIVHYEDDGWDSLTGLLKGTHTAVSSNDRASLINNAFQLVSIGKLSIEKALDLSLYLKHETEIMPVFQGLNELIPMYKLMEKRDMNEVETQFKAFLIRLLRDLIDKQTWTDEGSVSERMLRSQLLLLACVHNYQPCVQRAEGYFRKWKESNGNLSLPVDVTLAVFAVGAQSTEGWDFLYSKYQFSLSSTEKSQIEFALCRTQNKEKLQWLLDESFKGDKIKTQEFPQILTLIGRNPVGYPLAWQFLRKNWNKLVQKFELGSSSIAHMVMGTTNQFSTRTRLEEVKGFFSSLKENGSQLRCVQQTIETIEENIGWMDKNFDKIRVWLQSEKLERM
RAD52 inh: blocks human RAD52 DNA annealing | recombinant RAD52 DNA annealing, FRET fluorescence | AID 651710 | inhibition, % at 18.7 µM | hit rate 0.46% among 360,000;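 active means every replicate showing at least 50% inhibition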
Xi reactivation: activators of X-chromosome reactivation in mouse fibroblasts | XiGFP mouse fibroblasts, % GFP-positive cells imaging, 3 d; cells co-treated with 5-aza-dC sensitizer; scaled so ellipticine positive control = 100% | activation, % at 7.58 µM | hit rate 0.055% among 360,000;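 active means mean normalized replicate activation at least 10% and every replicate at or above 10%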;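 further: 0% = median of on-plate neutral control wells and 100% = ellipticine 6 µM median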
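Assay system – SV40-immortalized XiGFP fibroblast cells, line 68-5-11 · Buffer or medium – DMEM supplemented with 5-aza-dC as sensitizing agent · Dosing – one concentration, pinned · Benchmarks – positive control ellipticine, 6 µM final · Times – 3 days compound exposure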
RAD54 inh: RAD54 (human) branch migration inhibition | Q92698 | RAD54 Holliday junction branch migration, FAM/BHQ fluorescence | inhibition, % at 10.4 µM | hit rate 0.14% among 360,000;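 active means mean normalized replicate activity at least 40 and at least half of replicates scoring 40 or more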;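 further: 0% = median of neutral control wells and 100% = median of positive control wells; inhibitors cause a drop in the FAM fluorescence signal; in these data hits start at about 50%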
ARNT-TACC3 inh: disruptors of human ARNT/TACC3 interaction; hit rate 0.66% among 390,000; AlphaScreen His-ARNT PAS-B/GST-TACC3 binding, luminescence; TACC3 fragment carries E629A point mutation; AID 623870; Q9Y6A5; inhibition, % at 9.99 µM;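 active means mean inhibition of replicates at least 50% and at least half of replicates each reaching 50%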;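 further: 0% = complete ARNT plus TACC3 wells and 100% = ARNT alone without TACC3; many hits fall short of the cut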
esBAF inh: SWI/SNF esBAF complex inhibition; mouse ES cells, Bmi1-luciferase knock-in reporter, 24 h; 100% = twice the neutral-well signal; reporter increase, % at 12.5 µM; hit rate 2% among 350,000; in the data active means activation above about 40%;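 further: 0% = median of the plate's neutral control wells and 100% = double that signal; a rise in the Bmi1 reporter signal indicates esBAF inhibition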
* marks the source's active call; other numbers are inactive results; . = not tested or not shown.

no.	mol	INS-1E GSIS act	CFTR F508del cor	ERAP1 inh	RAD52 inh	Xi reactivation	RAD54 inh	ARNT-TACC3 inh	esBAF inh
1	CC1(C)COC(c2ccc3c(c2)OCO3)OC1	16	-0.9	0	-1	0.0	-5	-1	19
2	Cc1cc(O)ccc1Nc1cc(-c2cccc(N)c2)ncn1	-5	3.3	0	-9	0.2	-5	.	16
3	CC(=O)Nc1cc(NC(C)=O)cc(C(=O)OC(C)C(=O)Nc2ccc(S(=O)(=O)N3CCCC3)cc2)c1 (configuration not stated)	5	-0.2	4	-25	0.0	-10	5	-3
4	CCC(=O)N1[C@H](CN(C(C)C)S(C)(=O)=O)[C@H](c2ccccc2)[C@@H]1CO	4	-1.1	3	-1	0.4	-2	-3	5
5	CN(C)S(=O)(=O)c1ccc(NC(=O)CN2CCOCC2)cc1	-1	-1.6	.	5	0.5	.	-1	-6
6	C/C(CC(=O)Nc1cccc(Cl)c1Cl)=N\NC(=O)C(=O)NC1CCCCC1	-1	0.4	-3	-13	0.4	6	24	0
7	COc1cc(N)c(C(O)c2nccc3cc(OC)c(OC)cc23)cc1OC (configuration not stated)	17	0.4	-1	8	0.0	11	16	1
8	Cc1ccccc1NC(=O)Nc1ccc2c(c1)C(=O)N(C)[C@H]1CC[C@@H](CC(=O)O)O[C@H]1CO2	-1	0.6	.	.	0.2	-8	0	3

Single values from the entries so far.
Under CFTR F508del cor, Cc1cc(O)ccc1Nc1cc(-c2cccc(N)c2)ncn1 is entered as 3.3
Under ARNT-TACC3 inh, CC(=O)Nc1cc(NC(C)=O)cc(C(=O)OC(C)C(=O)Nc2ccc(S(=O)(=O)N3CCCC3)cc2)c1 (configuration not stated) is entered as 5

Next results follow:
no.	mol	INS-1E GSIS act	CFTR F508del cor	ERAP1 inh	RAD52 inh	Xi reactivation	RAD54 inh	ARNT-TACC3 inh	esBAF inh
9	O=C(CCn1c(=O)[nH]c2ccccc2c1=O)N1CCN(c2cccc(C(F)(F)F)c2)CC1	-27	.	.	.	.	6	-23	-4
10	C[C@@H]1CCCCO[C@@H](CN(C)Cc2ccc(C(=O)O)cc2)[C@@H](C)CN([C@@H](C)CO)C(=O)c2cc(NS(=O)(=O)c3ccc(F)cc3)ccc2O1	3	2.3	-1	13	-0.5	-9	-3	-6
11	CC(C)C[C@H]1CN([C@@H](Cc2ccc(O)cc2)CN2CCC[C@@H]2CN2C(=S)NC[C@@H]2Cc2ccccc2)C(=S)N1CCc1ccccc1	1	2.4	18	-6	0.1	3	.	-3
12	CC(=NNC(=O)c1cccs1)c1ccc2c(c1)OCCO2	12	2.2	0	-13	0.4	4	-2	47*
13	Cc1noc(C)c1S(=O)(=O)Nc1ccc2c(c1)CC(=O)N([C@H](C)CO)C[C@@H](C)[C@H](CN(C)C(=O)Nc1ccccc1)O2	12	-2.8	4	-5	-1.0	.	.	4
14	Nc1nnc(SCC(=O)Nc2cccc(S(N)(=O)=O)c2)s1	7	0.4	0	-14	0.0	3	0	.
15	CO[C@@H]1CN(C)C(=O)c2cc(NC(=O)C3CCC3)ccc2OC[C@@H](C)N(Cc2nccs2)C[C@@H]1C	-8	-2.3	-3	-27	0.2	3	-12	-5
16	Cc1nc2ccccn2c1C(=O)NN=C1CCCC1	-9	2.4	2	-9	0.2	.	20*	.
17	COc1ccc(S(=O)(=O)N2CCCCC2)cc1NC(=O)c1ccc2ccccc2n1	-16	.	.	.	1.0	3	-3	.
18	COc1ccc(NC(=O)c2c(-c3c(Cl)cccc3Cl)noc2C)cn1	-15	-0.8	-1	-15	-0.1	-8	9	.
19	COC(=O)c1sc2nc3c(cc2c1N)C(=O)CC(C)(C)C3	-1	-1.0	0	3	.	-7	-5	38
20	Cc1nn(-c2ccccc2)c2c1cc1c(=O)n(C)c(=O)nc-1n2-c1ccccc1F	13	-1.0	.	-18	0.0	-6	.	.
21	COC(=O)c1cccc([N+](=O)[O-])c1CS(=O)(=O)c1ccc(C)cc1	10	-0.1	0	-19	0.1	17	6	-1
22	O=C(Nc1ccnn1C1CCN(C2CCC2)CC1)c1ccccc1Cl	64*	-0.2	-1	0	0.1	-3	-5	3
23	CC(C)(C)Cc1c(-c2cccc(Cl)c2)nc2ccc(Cl)cn12	-14	-1.3	-2	-21	-0.1	-3	.	11
24	O=C(OCc1c(-c2ccccc2)ncc2ccccc12)c1ccc(F)cc1	2	-2.8	1	-16	0.1	-4	-2	13
25	CCn1ncc(CN2CCC(C(=O)Nc3cccc(-c4cccc(F)c4)c3)CC2)c1C	-8	-0.3	2	-5	0.1	0	-1	-29
26	O=C(NCCN1CCOCC1)c1cc(-c2ccc(Cl)c(Cl)c2)on1	-8	1.8	1	-14	0.0	9	.	2
27	Cc1nc2ccc(C(=O)N3CCN(c4ccccc4)CC3)cn2c1N(C)C(=O)CCc1ccccc1	2	-4.6	0	-5	0.2	-2	.	-2
28	CC(NC(=O)c1ccc([N+](=O)[O-])cc1[N+](=O)[O-])c1ccc(-c2ccccc2)cc1 (configuration not stated)	-20	.	.	.	0.1	-1	-4	-4
29	O=C(NCCc1ccc(Cl)cc1)c1n[nH]c2ccccc12	1	-0.8	3	-14	0.1	.	-32	.
30	CC1=CC(C)(C)Nc2ccc(OS(=O)(=O)c3ccc(C)cc3)cc21	-30	.	.	.	.	-9	4	0
31	CN1[C@@H]2c3ccc(C4=CCCC4)c(=O)n3C[C@@H]2[C@@H](CO)[C@@H]1C(=O)NC1Cc2ccccc2C1	2	-0.4	-2	-68	0.2	-8	10	5
32	COc1ccc(CCNS(=O)(=O)c2ccc(S(=O)(=O)N3CCCC3)cc2)cc1OC	2	1.4	12	9	.	.	-3	.
33	C[C@H]1CN([C@@H](C)CO)C(=O)Cc2cc(N(C)C)ccc2O[C@@H]1CN(C)C(=O)Nc1ccc2c(c1)OCO2	3	-1.9	3	5	-1.1	5	-4	0
34	O=C(Cn1cccc1C(=O)c1ccccc1)NCCN1CCCCCC1	12	.	.	.	.	3	25	2
35	CC(=O)N1N=C(N)SC12CCCC2	5	0.4	-1	-9	0.0	11	3	2
36	CCNC(=O)C[C@H]1CC[C@H]2[C@@H](COc3ccc(NC(=O)Nc4ccc(C)cc4)cc3C(=O)N2C)O1	0	2.5	-2	0	0.2	-5	-1	-3
37	COc1ccc(NC(=O)CN(C)C(=O)CCC(=O)c2ccc(C)cc2)cc1	-18	-1.0	3	-10	0.1	-2	5	16
38	CC1CN(C2=NC(=O)/C(=C/c3ccncc3)S2)CC(C)O1 (configuration not stated)	4	0.6	6	-1	0.2	-9	4	6
39	CCOC(=O)C1(c2ccccc2)CCCNC1=O (configuration not stated)	2	-3.8	3	-5	-0.2	-8	.	-7
40	CN1c2ccc(-c3ccc(C#N)cc3)cc2[C@H]2[C@H](CCN2C(=O)C2CCCCC2)[C@@H]1CO	10	-0.6	-3	-18	0.0	-1	-13	5
41	O=C(/C=C/[C@H]1O[C@@H](n2ccc(=O)[nH]c2=O)[C@H](O)[C@@H]1O)NC(c1ccccc1)c1ccccc1	.	0.4	-3	-9	0.1	5	.	3
42	COc1ccc(-n2nc([N+](=O)[O-])c(=NC3CCN(Cc4ccccc4)CC3)n2O)cc1	8	-1.3	0	-18	0.1	4	.	-13
43	C[n+]1ccc(/C=C/c2ccccc2O)c2ccccc21	2	3.6	11	54*	0.0	.	3	.
44	O=C(NCCO)/C(=C/c1ccc(Br)cc1)NC(=O)c1cccs1	9	1.3	3	-18	.	7	-24	-5
45	Nc1nc2cc(S(=O)(=O)NC3=NCCCCC3)ccc2s1	-15	-1.6	-1	-7	0.0	.	-1	0
46	Brc1ccccc1Cn1cnc2ccccc21	5	1.4	3	-6	0.0	-3	-6	2
47	C[C@@H]1CCCCO[C@@H](CN(C)C)[C@H](C)CN([C@@H](C)CO)C(=O)c2cc(NS(=O)(=O)c3ccc(F)cc3)ccc2O1	-1	0.9	-1	-10	0.2	0	-3	-5
48	COc1ccc(S(=O)(=O)Nc2ccc3c(c2)C(=O)N([C@H](C)CO)C[C@@H](C)[C@@H](CN(C)S(=O)(=O)c2ccc(F)cc2)OCCCC[C@H](C)O3)cc1	-7	-2.2	0	-38	0.4	2	6	11
49	CCOC(=O)C(=Cc1ccccc1OC)C(=O)OCC	-12	-1.7	12	-5	0.1	-8	-1	4
50	COc1ccccc1C(=O)NC1CCN(C(=O)Nc2ccc(F)cc2)CC1	1	-3.9	0	-2	0.0	-1	29	-3
51	COc1ccc(C2CN=NC23CCc2ccccc2C3=O)cc1 (configuration not stated)	-16	16*	7	-18	0.0	0	-4	2
52	C[C@@H](NC(=O)C[C@@H]1C[C@@H]2c3cc(NC(=O)C4CCOCC4)ccc3O[C@@H]2[C@@H](CO)O1)c1ccccc1	17	-0.8	-2	6	0.2	-6	-4	1
53	C[C@@H]1CCCCO[C@@H](CN(C)Cc2ccccc2)[C@@H](C)CN([C@@H](C)CO)C(=O)c2cc(NC(=O)Nc3ccc(C(F)(F)F)cc3)ccc2O1	-16	0.2	-4	0	0.2	9	2	1
54	Cc1ccc(S(=O)(=O)N(C)C[C@@H]2OCCCC[C@@H](C)Oc3ccc(NC(=O)Nc4ccc5c(c4)OCO5)cc3C(=O)N([C@H](C)CO)C[C@H]2C)cc1	14	1.1	1	-6	0.0	6	35	19
55	Fc1cccc(Cc2c(C3CCCCC3)nc3ccc(Cl)cn23)c1	-10	0.7	2	-46	0.0	-13	.	9
56	O=S(=O)(c1ccccc1)N1CCN(c2ncnc3scc(-c4ccccc4)c23)CC1	-5	-2.1	-3	-30	0.2	2	-3	4
57	COc1ccc(N2CCN(C(C)C(=O)N(C)Cc3ccccc3)CC2)cc1 (configuration not stated)	10	-0.4	7	-8	0.0	-9	.	-4
58	CCOC(=O)Cn1c(=O)oc2cc(S(=O)(=O)Nc3cc(Cl)ccc3OC)ccc21	-11	-3.3	2	-232	0.0	-17	-3	13
59	CCN1CCN(CC#CCOc2ccccc2OC)CC1	12	1.7	3	-10	0.0	-4	-6	1
60	O=C1CCCN1CCC1CCN(C2CC(=O)N(Cc3ccc(N4CCCC4=O)cc3)C2=O)CC1 (configuration not stated)	-1	0.3	-6	-9	.	.	-2	.
61	Cc1ccc(CN=c2c([N+](=O)[O-])nn(-c3cccc(C)c3)n2O)cc1	5	1.3	-1	-20	-0.2	.	2	14
62	Cc1cc(SC(C)C(=O)NCC(=O)Nc2ccc(F)c(F)c2F)nc2ccccc12 (configuration not stated)	15	1.1	0	-33	0.0	6	-3	.
63	COc1ccccc1Cc1c(C(C)(C)C)nc2c3ccccc3ccn12	-28	5.0	.	-31	0.0	-2	.	-6
64	Cc1c(C(=O)Nc2ccc(F)cc2)cn2c(nc3ccccc32)c1C#N	1	0.3	.	-18	0.1	-11	-8	.

More records follow:
no.	mol	INS-1E GSIS act	CFTR F508del cor	ERAP1 inh	RAD52 inh	Xi reactivation	RAD54 inh	ARNT-TACC3 inh	esBAF inh
65	C[C@@H]1CN([C@@H](C)CO)C(=O)c2cc(NS(=O)(=O)c3ccc(Cl)cc3)ccc2O[C@@H](C)CCCCO[C@@H]1CN(C)CC1CCCCC1	-13	-1.2	.	.	0.2	3	-23	4
66	COc1ccccc1NC(=O)CC(=O)c1cccc([N+](=O)[O-])c1	3	5.3	-2	-2	0.0	0	5	-6
67	CN(c1ccc(F)cc1)S(=O)(=O)c1ccc(Cl)c(C(=O)NCC(c2ccco2)N2CCCCC2)c1 (configuration not stated)	-19	-0.8	1	-28	0.5	-1	4	11
68	O=C(NCCOc1ccccc1)C1CCC(=O)N(CCN2CCOCC2)C1 (configuration not stated)	-1	-2.1	1	-6	0.0	-10	-2	-13
69	COc1ccc(CCC(=O)OCC(=O)Nc2sccc2C#N)cc1	-5	1.1	0	-24	-0.1	2	-8	11

Screens (PubChem)

No enrichment for hits, and some 3.3% of all compounds hit somewhere here.
